Assay outcomes: PubChem, several laboratories
dFosB act – enhances mouse delta FosB homodimer DNA binding; AID 493131; hit rate 0.99% among 340,000; P13346; activation, % at 25 µM; purified delta FosB, TAMRA-CDK5 oligo fluorescence polarization; percent of positive-control signal above neutral wells;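 active = mean activation above about 17%, with every replicate also reaching it, limit read from the data, passing the limit was not always enough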;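 note: fluorescence polarization rise as delta FosB binds a TAMRA Cdk5 AP-1 oligo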
Target sequence (P13346 whole entry, looked up): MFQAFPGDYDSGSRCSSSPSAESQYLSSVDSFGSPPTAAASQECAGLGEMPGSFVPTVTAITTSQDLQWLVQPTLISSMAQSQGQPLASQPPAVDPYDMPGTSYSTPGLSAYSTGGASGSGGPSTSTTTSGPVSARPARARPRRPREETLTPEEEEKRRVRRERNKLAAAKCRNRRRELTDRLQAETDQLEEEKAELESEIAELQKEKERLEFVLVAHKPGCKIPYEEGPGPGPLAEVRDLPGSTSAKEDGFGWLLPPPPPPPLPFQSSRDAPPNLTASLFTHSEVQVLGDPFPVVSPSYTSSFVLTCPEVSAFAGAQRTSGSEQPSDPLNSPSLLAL
NSD2 inh – NSD2 (human) methyltransferase inhibition | O96028 | NSD2 peptide methylation, AlphaScreen, 120 min | inhibition, % at 12.5 µM | hit rate 0.54% among 310,000 | AID 743445; in the data active = inhibition above about 50%
HTR5A ag – HTR5A agonism, opioid heterodimer counter-screen. P47898. HTR5A agonist assay, luminescence, cell-based. activation, % at 9.3 µM. hit rate 0.61% among 340,000. AID 504692; in the data active = activation mostly above about 9.5%, no sharp cut-off; inactive = mostly below about 7.6%;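 note: 0% = cells with vehicle only and 100% = reference agonist; strong numbers were not always called active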
MITF TRPM1 HTS – increases MITF-driven TRPM1 promoter luciferase signal; SK-MEL-5 TRPM1-promoter luciferase, 24 h; % of positive control, neutral wells = 0; activation, % at 12.5 µM; hit rate 0.75% among 300,000; AID 588334;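 active = mean activation of at least 80% with every replicate also reaching 80%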;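 note: 0% = neutral control wells and 100% = parthenolide positive control wells; values of inactives mirror those of a sister screen read the other way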
HTR5A inv ag – inverse agonist of human HTR5A in OPRM1-OPRD1 counter-screen | P47898 | HTR5A cell line, luminescence, inverse agonism | inhibition, % at 9.3 µM | hit rate 0.083% among 340,000 | AID 504634; in the data active = inhibition mostly above about 23%, no sharp cut-off; inactive = mostly below about 18%;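 note: 0% = cells with DMSO and 100% = no-cell wells with DMSO; some compounds called inactive have numbers as strong as hits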
PvdQ acylase – P. aeruginosa PvdQ acylase inhibition | inhibition, % at 10 µM | purified PvdQ acylase, fluorescence plate reader | hit rate 0.063% among 340,000; in the data active = inhibition above about 30%, passing the limit was not always enough;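 note: 0% = vehicle neutral wells and 100% = reference inhibitor wells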
CDK5 inh – CDK5/p35 (human) kinase inhibition; Q00535+Q15078; Recombinant CDK5/p35, ADP-Glo luminescence, 60 min; inhibition, % at 10 µM; hit rate 0.01% among 330,000; AID 488839;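 active = highest replicate inhibition of at least 50% and at least 75% of replicates reaching 50%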;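 note: plate controls were DMSO neutral control for no effect and GW8510 at 10 µM for full effect; many of its hits are not listed in these tables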
Wnt act – Wnt/beta-catenin pathway activation | Wnt/beta-catenin reporter cell assay, activator, plate reader | activation, % at 9.35 µM | hit rate 1.2% among 300,000; in the data active = activation above about 30%, passing the limit was not always enough;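 note: 0% = neutral control wells and 100% = positive control wells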
V-ATPase pHluor – alters yeast V-ATPase proton transport. response, % at 10 µM. hit rate 0.37% among 350,000. S. cerevisiae, pHLuorin cytosolic pH fluorescence; in the data active = response mostly above about 7.3%, no sharp cut-off; inactive = mostly below about 5.4%; note: actives read high; inactives centre near 0; some compounds called inactive have numbers as strong as hits; reference of the scale not given here
SR-BI HDL uptake – inhibitors of mouse SR-BI mediated HDL lipid uptake; Q61009; ldlA[mSR-BI] CHO cells, DiI-HDL uptake fluorescence, 3 h; inhibition, % at 12.5 µM; hit rate 0.96% among 320,000; AID 488896;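 active = mean replicate inhibition of at least 70% and a set share of replicates each scoring 70 or more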;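 note: 0% = median of neutral control wells and 100% = median of positive control wells; values of inactives mirror those of a sister screen read the other way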
Target sequence (Q61009 whole entry, looked up): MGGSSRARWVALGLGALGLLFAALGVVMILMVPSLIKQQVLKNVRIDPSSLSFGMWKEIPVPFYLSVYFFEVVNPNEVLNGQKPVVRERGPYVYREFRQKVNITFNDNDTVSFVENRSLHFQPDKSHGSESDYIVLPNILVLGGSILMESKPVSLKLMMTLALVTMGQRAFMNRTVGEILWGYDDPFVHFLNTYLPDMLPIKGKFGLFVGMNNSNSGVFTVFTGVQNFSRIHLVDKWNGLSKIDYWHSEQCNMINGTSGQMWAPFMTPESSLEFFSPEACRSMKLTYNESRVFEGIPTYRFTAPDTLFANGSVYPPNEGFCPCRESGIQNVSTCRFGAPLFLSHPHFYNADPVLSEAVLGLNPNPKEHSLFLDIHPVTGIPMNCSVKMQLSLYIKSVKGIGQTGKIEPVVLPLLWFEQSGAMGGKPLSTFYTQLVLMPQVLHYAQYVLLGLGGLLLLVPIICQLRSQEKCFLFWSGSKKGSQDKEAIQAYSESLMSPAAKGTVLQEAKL
* = called active by the depositor; / = no result given.

SMILES	dFosB act	NSD2 inh	HTR5A ag	MITF TRPM1 HTS	HTR5A inv ag	PvdQ acylase	CDK5 inh	Wnt act	V-ATPase pHluor	SR-BI HDL uptake
Cc1ccc(C(C(=O)NC2CCCC2)N(Cc2cccnc2)C(=O)c2snc(C(N)=O)c2N)o1 (centres undefined)	-8	0	5	/	17	-12	0.0	/	-3	-14
COC(=O)c1c(N2C(=O)[C@H]3[C@@H](C2=O)[C@]2(C(=O)Nc4c(C)cccc42)N2CCC[C@@H]32)sc(C)c1C	-8	6	9	-11	23	-10	-1.8	-3	-3	-12
CC(=O)NC12CC3CC(C1)CC(C(=O)NCc1ccc(C)cc1)(C3)C2	-8	4	9	-3	-25	7	2.9	-4	5	4
CC(C)Cc1ccc(CN2CCCC(NC(=O)c3ccoc3)C2)cc1 (centres undefined)	-14	3	13	0	0	-3	0.4	-3	1	5
CCN(CC)S(=O)(=O)c1ccc2oc(SCC(=O)NCc3ccccc3)nc2c1	-9	-1	-5	/	15	-19	-1.6	/	-2	/
O=C1NCC(COCc2ccccc2)O1 (centres undefined)	1	0	-9	1	-7	-11	-0.6	-1	-1	-14
CC(C)C(=O)NNC(=O)CC(=O)Nc1ccccc1C(=O)O	2	-3	-2	2	-8	-10	2.7	-2	0	/
O=C(Nc1ccc(F)cc1)C1CCN(C(=O)NCc2ccccc2)CC1	-1	5	1	1	-3	2	-2.4	-3	1	/
Cc1ccc(C(=O)NCC2CCCO2)cc1S(=O)(=O)N1CCCCC1 (centres undefined)	-3	-2	2	-1	18	-15	0.0	2	-1	-2
O=C(OC1CCOC1=O)c1ccc(CO)cc1 (centres undefined)	0	-7	-2	16	6	-3	0.0	-1	-4	-6
COC(=O)c1c(NC(=O)CN2CCN(c3cccc(Cl)c3)CC2)sc(C)c1C	7	-3	1	10	-3	2	2.4	-2	0	-28
O=C1N=C2SCCN2/C1=C\c1ccc(Cl)cc1	-5	-4	6	3	-15	2	2.5	-4	5	-10
COc1ccc(S(=O)(=O)N2CCC(C(=O)NCC3CCCO3)CC2)cc1Cl (centres undefined)	-6	-3	-1	5	4	-7	0.8	-3	-2	/
COc1cccc(C(=O)NNc2nc(C)cc(C)n2)c1	1	-3	1	13	17	-20	-1.9	/	-1	-12
O=C(NCc1ccco1)c1cc(C(=O)C2CC2)c[nH]1	4	-1	17*	-7	-44	-6	1.1	/	5	-40
O=C(Cc1c(O)c2ccccc2oc1=O)c1ccc(C(F)(F)F)cc1	0	-1	-2	7	7	4	-0.9	0	4	-28
COC(=O)C(Cc1ccccc1)NS(=O)(=O)c1ccccc1Br (centres undefined)	1	/	1	-2	17	-18	1.4	-2	2	-12
O=C(CN1CCN(c2ccccn2)CC1)Nc1ccc(F)cc1	-2	-5	1	6	-5	-20	0.7	-1	2	-13
CCn1c(Cc2ccccc2)nnc1SCC(=O)NC1CCCC1	-2	-3	7	1	-19	5	-1.8	-3	-3	-3
Cc1cc(NS(=O)(=O)c2ccccc2)cc(Cl)c1O	7	-1	2	/	-7	3	1.9	/	-5	-11

Arranged by value in SR-BI HDL uptake (descending): 5 of the compounds above.
canonical_smiles	dFosB act	NSD2 inh	MITF TRPM1 HTS	PvdQ acylase	CDK5 inh	Wnt act	V-ATPase pHluor	SR-BI HDL uptake
CC(=O)NC12CC3CC(C1)CC(C(=O)NCc1ccc(C)cc1)(C3)C2	-8	4	-3	7	2.9	-4	5	4
O=C(OC1CCOC1=O)c1ccc(CO)cc1 (centres undefined)	0	-7	16	-3	0.0	-1	-4	-6
COC(=O)C(Cc1ccccc1)NS(=O)(=O)c1ccccc1Br (centres undefined)	1	/	-2	-18	1.4	-2	2	-12
O=C1NCC(COCc2ccccc2)O1 (centres undefined)	1	0	1	-11	-0.6	-1	-1	-14
O=C(Cc1c(O)c2ccccc2oc1=O)c1ccc(C(F)(F)F)cc1	0	-1	7	4	-0.9	0	4	-28

The list goes on.
SMILES	dFosB act	NSD2 inh	HTR5A ag	MITF TRPM1 HTS	HTR5A inv ag	PvdQ acylase	CDK5 inh	Wnt act	V-ATPase pHluor	SR-BI HDL uptake
COc1cccc(CC2(CO)CCN(C(=O)NCCc3ccccc3)CC2)c1	-7	0	0	2	0	-13	-1.6	0	-4	20
CC(=O)Nc1ccc(SC[C@H](Cc2ccccc2)N2CC[C@@H](C(C)(C)C)CCC2=O)cc1	-14	/	3	1	12	-6	-0.2	-3	-3	-16
COc1ccc(Nc2cc(C(=O)NC3CCCC3)c3ccccc3n2)c(OC)c1	0	-2	-2	0	-6	-9	0.9	2	0	88*
Cc1c(NC(=O)c2cc3ccccc3c(=O)s2)c(=O)n(-c2ccccc2)n1C	-2	/	10	/	-29	-6	0.0	-2	-4	5
COc1ccc2cc(CN(CCCN3CCOCC3)Cc3nnnn3C3CCCCC3)c(=O)[nH]c2c1	-8	-2	4	-3	-11	-1	-1.0	/	-1	-3
CC1=C(C(=O)Nc2ccccc2C(F)(F)F)C(c2ccc(C)s2)NC(=S)N1 (centres undefined)	-2	1	-15	3	11	3	-2.7	-1	-1	8
Cc1c2cn[nH]c(=O)c2c(C)n1-c1ccccc1	3	3	1	21	-4	-19	4.0	1	0	-6
C=C(C)CSc1cc(C)nc2c(-c3ccccc3)c(C)nn12	-6	-9	-5	-5	6	-19	0.1	3	-3	2
CCOC(=O)C1=C2SCC(=O)N2C(N)=C(C#N)C1	5	-2	-1	1	2	-13	-0.8	/	0	-10
Cn1c(SCC(=O)Nc2nc3ccccc3s2)nnc1-c1ccccc1	16	-2	2	-9	-17	10	-0.2	0	-1	3
O=C(NCC(=O)N(CCc1ccccc1)C(C(=O)NC1CCCC1)c1cccnc1)c1ccco1 (centres undefined)	3	/	0	-6	1	-9	-0.1	/	-1	-19
COc1ccc(S(=O)(=O)NNC(=O)Cc2csc(C)n2)cc1[N+](=O)[O-]	-1	2	2	0	-2	1	1.3	0	3	-3
COc1ccc(/C=C2/C(=O)ON=C2c2ccccc2)cc1OC	-8	8	-3	-26	14	12	-0.3	7	0	-35
O=C(CSc1ncn[nH]1)OCN1C(=O)c2ccccc2C1=O	0	24	-5	2	20	0	1.1	-6	2	-2
CSCC[C@H](NC(=O)N1CCn2c1nc1ccccc12)C(=O)NCc1ccccc1	-5	4	/	-12	/	0	-0.7	-2	-4	-1
Cc1cccc(NC(=O)CSCC(=O)NNC(=O)c2ccoc2C)c1	-4	1	-2	12	7	9	0.2	2	-1	-10
CCN1C[C@@H]2[C@@H]3C(=O)N(Cc4ccccc4)C(=O)[C@@H]3[C@](CC)(C(=O)OC)N2C1=NC1CCCCC1	1	/	-2	8	6	-17	0.3	-2	-1	-6
CCOC(=O)C1CCN(C(=O)CN2C(=O)NC(C)(c3ccc4cc(OC)ccc4c3)C2=O)CC1 (centres undefined)	-11	-1	4	-16	-13	-7	0.8	-4	-1	31
CC(CCc1ccccc1)NC(=O)CN1CCN(c2ccccc2)CC1 (centres undefined)	2	/	4	-11	8	0	-1.3	-1	0	-8
Cc1cc(C)c(C(=O)Cn2cnc3cc([N+](=O)[O-])ccc3c2=O)cc1C	-1	1	2	-9	-6	0	1.4	7	0	53

Part of the list above, as labelled records.
> COC(=O)c1c(NC(=O)CN2CCN(c3cccc(Cl)c3)CC2)sc(C)c1C
  dFosB act: 7
  NSD2 inh: -3
  HTR5A ag: 1
  MITF TRPM1 HTS: 10
  HTR5A inv ag: -3
  PvdQ acylase: 2
  CDK5 inh: 2.4
  Wnt act: -2
  V-ATPase pHluor: 0
  SR-BI HDL uptake: -28
> Cc1c(NC(=O)c2cc3ccccc3c(=O)s2)c(=O)n(-c2ccccc2)n1C
  dFosB act: -2
  NSD2 inh: /
  HTR5A ag: 10
  MITF TRPM1 HTS: /
  HTR5A inv ag: -29
  PvdQ acylase: -6
  CDK5 inh: 0.0
  Wnt act: -2
  V-ATPase pHluor: -4
  SR-BI HDL uptake: 5
> CC(=O)NC12CC3CC(C1)CC(C(=O)NCc1ccc(C)cc1)(C3)C2
  dFosB act: -8
  NSD2 inh: 4
  HTR5A ag: 9
  MITF TRPM1 HTS: -3
  HTR5A inv ag: -25
  PvdQ acylase: 7
  CDK5 inh: 2.9
  Wnt act: -4
  V-ATPase pHluor: 5
  SR-BI HDL uptake: 4
> COC(=O)C(Cc1ccccc1)NS(=O)(=O)c1ccccc1Br (centres undefined)
  dFosB act: 1
  NSD2 inh: /
  HTR5A ag: 1
  MITF TRPM1 HTS: -2
  HTR5A inv ag: 17
  PvdQ acylase: -18
  CDK5 inh: 1.4
  Wnt act: -2
  V-ATPase pHluor: 2
  SR-BI HDL uptake: -12

Going on with the list:
SMILES	dFosB act	NSD2 inh	HTR5A ag	MITF TRPM1 HTS	HTR5A inv ag	PvdQ acylase	CDK5 inh	Wnt act	V-ATPase pHluor	SR-BI HDL uptake
CN(C)c1ccc(C(=O)NNC(=O)C23CC4CC(CC(C4)C2)C3)cc1	-5	1	1	7	-5	-5	-1.9	22	2	-4
O=C(CN1CCc2cc3c(cc2C1)OCCCO3)Nc1ccc(F)cc1	5	-8	-1	0	17	-26	-0.8	-2	3	-3
CC(=O)c1ccc(N2CCN(C(=O)c3cc(-c4ccc5c(c4)OCO5)nc4ccccc34)CC2)cc1	-2	1	10	/	-24	-1	1.8	-1	-2	27
CCCSc1nc(=O)n2cccc(C)c2n1	2	3	4	8	2	-12	0.3	-3	-1	-9
CC/C=C/C(=O)N1CC2(CC(c3cccc(NC(=O)CC)c3)=NO2)C[C@H]1C(N)=O (some centres undefined)	-5	/	3	-5	-9	8	1.2	-3	-1	0
Cc1ccc(-c2nc(CS(=O)(=O)CC(=O)N3CCCCCC3)c(C)o2)cc1	-8	/	3	/	-1	14	-0.4	-2	-7	9
COC(=O)c1ccccc1NC(=O)CN(c1ccc(OC)cc1)S(C)(=O)=O	-6	-2	-2	-6	7	-11	-0.7	-2	10	-24
CC1(C)CC(=O)C=C(NNC(=O)c2ccccc2O)C1	4	-1	-1	47	-3	5	1.5	/	2	-1
CCN1C/C(=C/c2sccc2C)c2nc3ccccc3c(C(=O)O)c2C1	-4	3	-4	-2	11	-4	0.0	2	-3	-12
O=C1c2ccccc2C(=O)N1CCn1c(=O)oc2ccccc21	0	-2	2	6	-6	-10	-0.7	1	0	-13
COc1cc(/C=C2\CC(C(C)(C)C)C/C(=C\c3cc(OC)c(OC)c(OC)c3)C2=O)cc(OC)c1OC (centres undefined)	-16	-1	2	-82	-6	3	-0.4	-15	-1	15
O=C(CCN1CCCCCC1)Nc1cccc(F)c1	-4	0	6	-1	-15	7	0.4	/	-4	-8
CCOc1ncccc1C(=O)NCc1ccc(C)cc1	-6	-1	0	5	2	-9	-0.3	0	-1	-26
CCCCc1cc(=O)oc2c(CN(C)C)c(O)c(Cl)cc12	-1	-4	8	-11	2	-7	2.3	-13	1	13
N=c1oc2cc(O)ccc2cc1C(=O)Nc1ccc(Br)cc1	-5	-14	3	/	-12	-9	-1.0	24	-2	7

Grouped by structure, the entries above with bromine
SMILES	dFosB act	NSD2 inh	HTR5A ag	MITF TRPM1 HTS	HTR5A inv ag	PvdQ acylase	CDK5 inh	Wnt act	V-ATPase pHluor	SR-BI HDL uptake
COC(=O)C(Cc1ccccc1)NS(=O)(=O)c1ccccc1Br (centres undefined)	1	/	1	-2	17	-18	1.4	-2	2	-12
N=c1oc2cc(O)ccc2cc1C(=O)Nc1ccc(Br)cc1	-5	-14	3	/	-12	-9	-1.0	24	-2	7
